Screens from PubChem BioAssay.
NR2E3 ag-1: activates human photoreceptor nuclear receptor NR2E3; hit rate 0.12% among 320,000; AID 2300; GST-NR2E3/biotin-RetCOR TR-FRET, 1536-well; Q9Y5X4; inhibition of corepressor binding, % at 4.78 µM;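 active = percent inhibition above the cutoff of mean plus 3 SD of all tested compounds, set per screening campaign, cut at about 20% in these data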;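 also: 0% = DMSO wells and 100% = biotin wells as full block of FRET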
Target sequence (Q9Y5X4 whole entry, looked up): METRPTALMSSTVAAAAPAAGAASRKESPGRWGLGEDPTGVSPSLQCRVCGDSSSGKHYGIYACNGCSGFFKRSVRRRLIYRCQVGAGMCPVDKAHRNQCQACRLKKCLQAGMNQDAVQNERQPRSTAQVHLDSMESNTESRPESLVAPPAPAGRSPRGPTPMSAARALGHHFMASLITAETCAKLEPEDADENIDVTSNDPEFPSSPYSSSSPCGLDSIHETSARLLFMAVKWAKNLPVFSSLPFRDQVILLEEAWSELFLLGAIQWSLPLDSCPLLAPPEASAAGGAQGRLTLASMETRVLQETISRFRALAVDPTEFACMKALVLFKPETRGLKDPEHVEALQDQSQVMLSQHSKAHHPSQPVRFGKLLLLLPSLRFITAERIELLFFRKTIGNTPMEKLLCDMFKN
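System: GST-tagged NR2E3 plus biotinylated RetCOR corepressor; Buffer or medium: pH 7.5 Tris-based buffer; Probe or stimulus: RetCOR corepressor, biotinylated, 7 nM; Doses: compound at 4.8 µM, single dose; Schedule: 5 h incubation at 4 °C; Technique: time-resolved FRET; Evaluation: percent inhibition of TR-FRET ratio; Replication: one well per compound, singlicate testing.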
Shn3 3UTR inh: Schnurri-3 reporter inhibition in Clone20 osteoblasts; Clone20 osteoblast Shn3 3'UTR firefly luciferase, 24 h; hit rate 0.52% among 360,000; inhibition, % at 12.5 µM;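 active = mean inhibition of at least 75% with every replicate also reaching 75%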;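 also: 0% = median of neutral control wells and 100% = pilot-screen positive control compound; some compounds past the cut are filed as inactive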
iPSC survival up: enhancers of human iPSC single-cell survival. AID 602274. hit rate 0.044% among 360,000. survival enhancement, % at 20 µM. hiPSC single-cell survival, ATPlite luminescence; 100% = ROCK inhibitor wells, 0% = DMSO; in the data active = survival enhancement above about 18%;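 also: cells exposed to compounds for 16 hours before the ATP read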
NR2E3 ag-2: activates human NR2E3 receptor | hit rate 0.35% among 360,000 | Q9Y5X4 | AID 602229 | inhibition of corepressor binding, % at 3.98 µM | CHO-S Gal4-NCOR/VP16-NR2E3 two-hybrid, luciferase;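 active = inhibition above the mean of all tested compounds plus 3 SD, cut at about 70% in these data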;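 also: 0% = DMSO with NR2E3 transfected cells and 100% = cells lacking NR2E3 construct; higher means lower luciferase signal from less NR2E3 corepressor binding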
aDG glyco up: alpha-DG glycosylation activation; activation, % at 10 µM; AID 624168; Pro5-aDG cells, alpha-DG glycosylation AlphaScreen (IIH6); 0% Pro5, 100% B10-LARGE cell signal; hit rate 0.22% among 360,000;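 active = activation of at least 8% versus controls, or a plate z-score of at least 8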;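 also: Pro5 are CHO cells carrying HIG-tagged alpha-DG that lacks glycosylation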
KKLEB cytotox: CF airway cell cytotoxicity counter-screen | KKLEB CF airway cells viability, ATPlite luminescence, overnight; hits give low values; cells stimulated with P. aeruginosa culture filtrate | AID 602141 | activity change (cytotoxicity), % at 5 µM | hit rate 0.36% among 360,000;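 active = corrected activity change at or below -50% at 5 µM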
TWEAK Fn14 block: blocks TWEAK-Fn14 interaction in a reporter cell assay | TWEAK-stimulated Fn14 reporter cells, luciferase luminescence, 8 h | inhibition, % at 10 µM | hit rate 2% among 360,000 | AID 1159606; in the data active = inhibition above about 50%
TRPM1 prom inh: MITF TRPM1 promoter inhibition in SK-MEL-5 cells | SK-MEL-5 TRPM1 promoter luciferase, 24 h | inhibition, % at 12.5 µM | hit rate 0.83% among 330,000 | AID 488899;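 active = mean inhibition across replicates of 60% or more, whatever share of single replicates reaches that level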; also: values of inactives mirror those of a sister screen read the other way
Peg3 promoter: inhibitors of Peg3 promoter; inhibition, % at 20 µM; HeLa PEG-Prom luciferase reporter, luminescence, overnight; hit rate 1.7% among 360,000; AID 588405;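 active = inhibition of at least 50% at 20 µM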
HIF-2a block: inhibitors of HIF-2a. 786-0 RCC cells HIF-2a reporter, luciferase luminescence, overnight. inhibition, % at 18.8 µM. hit rate 0.72% among 360,000. AID 624352;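 active = inhibition of the luminescence signal of 40% or more relative to plate controls, in a single-dose primary screen at 18.75 µM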
CF NFkB block: cystic fibrosis NF-kB activation inhibition. AID 588850. inhibition, % at 5 µM. KKLEB NF-kB-GFP reporter, PAF-induced, GFP fluorescence overnight. hit rate 0.86% among 360,000;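 active = at least 50% inhibition at 5 µM, scaled per plate between neutral and stimulator controls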;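 also: PAF is a Pseudomonas aeruginosa culture filtrate used as stimulus; plate controls were PAF-stimulated DMSO wells for no effect and unstimulated DMSO wells for full effect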
* hit, by the source's call; . = no result given.

SMILES	NR2E3 ag-1	Shn3 3UTR inh	iPSC survival up	NR2E3 ag-2	aDG glyco up	KKLEB cytotox	TWEAK Fn14 block	TRPM1 prom inh	Peg3 promoter	HIF-2a block	CF NFkB block
Cc1ccccc1-n1nc2c(c1NC(=O)c1c(-c3ccccc3Cl)noc1C)CSC2	6.9	-9.0	-1.1	-11.3	-0.1	14.3	12.7	-6.6	10.2	12.3	-15.1
Cc1ccc(S(=O)(=O)NCCC(c2ccccc2)c2ccco2)cc1 (centres undefined)	-3.2	2.1	3.1	2.2	0.0	8.2	0.3	-0.2	5.4	8.8	4.8
CCCNC(=S)N1CC2(C)CN(C(=O)C(=O)OCC)CC(C)(C1)C2=O	2.0	-59.1	-0.9	1.1	-0.2	13.6	0.0	0.2	8.5	17.3	-9.5
COc1ccc(OCc2cc(C(=O)N(C)Cc3nnc(C)o3)no2)c(Cl)c1	1.0	-100.4	0.4	-102.9	-0.3	-11.0	-10.7	-38.5	-266.6	-187.5	-3.5
COc1cccc(NC(=O)C2CCN(S(=O)(=O)c3ccc(N4CCCC4=O)cc3)CC2)c1	.	-1.6	0.3	8.6	0.0	5.3	10.8	.	7.8	3.0	-1.9
C=CCOc1cccc(C(=O)NC(c2ccccc2)C(C)C)c1 (centres undefined)	5.0	5.5	-0.4	-6.9	0.5	2.3	28.9	23.8	4.5	-1.2	-14.4
COc1ccc(-c2oc3ccc(-c4ccc5c(c4)OCO5)cc3c2-c2ccc(OC)nc2)cc1	0.8	15.8	-0.4	-5.8	-0.4	-14.2	-3.4	3.6	-1.4	-2.6	-15.1
Cc1ccc(-n2nc(-c3ccco3)cc2C(=O)NCc2cccnc2)cc1	2.8	10.7	6.9	1.0	1.1	-1.8	-0.4	7.1	5.6	11.6	6.4
Clc1ccc(CNc2ccccn2)cc1	2.4	-18.4	-0.2	-40.5	-0.2	9.9	-20.7	-31.3	-86.8	-47.5	5.4
O=C(CSc1nnc(CNC(=O)c2c(F)cccc2F)o1)NCc1ccccc1	0.6	5.4	-0.4	-8.3	0.3	5.6	-25.0	5.1	13.9	17.9	-15.3
CCC(C)(C)n1nnnc1C(c1ccc(OC)c(OC)c1)N1CCN(c2cccc(OC)c2)CC1 (centres undefined)	4.1	20.0	1.2	5.0	0.0	9.8	-11.1	1.4	17.3	-1.0	-6.4
COC(=O)CSc1ccc(C#N)c(SCC(=O)OC)c1	5.0	3.6	-1.5	-3.8	-0.1	-3.4	12.1	7.1	13.0	6.3	2.3
Cc1nn(-c2ccccc2)c(C)c1C(=O)OCC(=O)N1CCN(S(=O)(=O)c2ccccc2)CC1	-0.3	-3.0	-0.9	-0.2	0.0	-0.3	-23.3	-2.0	14.2	9.4	23.6
CCCNC(=O)C1(C)CCN(Cc2csc3ccccc23)C1 (centres undefined)	.	7.4	2.0	-35.1	0.0	-8.0	10.8	.	-4.9	13.4	3.1
CCOC(=O)c1ccccc1NC(=O)Cn1c(=O)n(Cc2ccccc2)c(=O)c2c(C)c(C)sc21	-1.0	25.6	-2.0	-17.8	0.2	0.0	27.1	-4.4	13.4	11.0	12.8
O=C(c1ccccc1)c1n[nH]c(-c2ccccc2)cc1=O	-0.5	4.5	-1.1	-11.3	0.3	4.1	-67.5	3.4	-20.1	-1.6	-0.8
CCCC(=O)Nc1nnc(Cc2ccccc2)s1	-1.1	-7.8	3.6	-13.8	-0.1	-1.5	-4.6	-2.5	-4.7	-11.9	5.3
COc1ccc(NC(=O)CSc2nnc(Cc3cccn3C)n2CCc2ccccc2)c(OC)c1	-1.5	-1.2	0.6	7.6	0.0	1.2	0.9	5.7	25.5	27.7	6.7
O=C(NCc1ccccc1F)C1CCCN(S(=O)(=O)c2ccc(-n3cnnn3)cc2)C1 (centres undefined)	1.1	8.9	-0.5	-16.1	0.1	-2.3	19.8	3.1	13.8	19.1	2.4
COc1ccc2c(c1)C(=O)/C(=C/C=C/c1ccccc1)CC2	-2.6	-5.0	-2.7	-80.5	-0.2	-2.9	-22.1	-30.1	-41.4	-184.2	6.0
O=C1C2C3C=CC(C2C(=O)N1c1ccccc1O)C1C2C(=O)N(c4ccccc4O)C(=O)C2C31 (centres undefined)	-1.8	0.3	0.6	-16.5	0.1	8.3	-1.5	17.9	0.8	10.4	-3.5
CN1C(=O)C2C=CC1C1C(=O)N(c3ccccc3)C(=O)C21 (centres undefined)	1.1	-99.9	1.7	-87.8	-0.3	11.7	15.9	-89.0	-356.7	-259.1	-3.3
Cc1cc(C(C)(C)C)cc(C)c1Cn1c2[n+](c3ccc(C(F)(F)F)cc31)CCCCC2	3.5	-0.5	-0.6	-9.0	0.4	-20.7	35.6	84.2*	56.1*	22.5	22.2
COc1ccc(-n2c(=O)[nH]c3cc(C(=O)NCCc4ccc(OC)c(OC)c4)ccc3c2=O)c(OC)c1	.	8.2	0.9	4.1	0.0	-4.0	16.1	1.1	13.4	10.8	-2.9
N#Cc1cnc2sc3ccccc3n2c1=N	-2.0	-13.8	-0.1	-145.3	-0.1	2.1	13.4	-56.8	-202.4	-193.4	-12.5
The list continues:
SMILES	NR2E3 ag-1	Shn3 3UTR inh	iPSC survival up	NR2E3 ag-2	aDG glyco up	KKLEB cytotox	TWEAK Fn14 block	TRPM1 prom inh	Peg3 promoter	HIF-2a block	CF NFkB block
Cc1cc(C)cc(NC(=O)CSc2nnc(CNC(=O)c3ccco3)o2)c1	-0.6	-15.7	0.4	-25.1	0.0	-19.1	-7.0	8.5	-7.4	17.1	-6.3
COc1ccc(C(CNC(=O)c2ccc(S(=O)(=O)N(C)C)cc2)N2CCCC2)cc1 (centres undefined)	3.3	11.5	-0.6	-19.9	-0.4	11.2	21.4	-10.4	-10.2	-2.6	-4.3
COCCn1c(SCC(=O)Nc2cccc(F)c2)nc2c([nH]c3ccccc32)c1=O	-1.9	5.3	-0.5	-37.8	0.4	-13.9	-4.7	23.1	34.8	20.0	17.6
COC(=O)C(N)Cc1ccc(O)cc1 (centres undefined)	0.1	32.5	-2.4	2.3	-0.3	0.8	-17.6	-3.4	8.1	7.1	-1.1
CCOC(=O)c1[nH]c(CSc2nnc(-c3ccncc3)n2CCOC)c(C(=O)OCC)c1C	-0.2	0.2	-2.4	1.7	-0.3	-6.2	9.5	-10.8	9.5	21.1	-0.8
CC(=O)c1ccc(S(=O)(=O)N2CCN(c3nc(-c4cccnc4)nc4ccccc34)CC2)cc1	1.8	2.0	-0.5	-8.3	-0.2	-1.9	16.5	0.9	24.1	-2.8	-30.1
CCn1nnc2cc(C(=O)NCCc3ccccc3F)ccc21	1.7	19.4	0.4	-90.5	0.0	-1.5	82.3*	-8.7	0.8	5.3	11.1
COc1ccc(N2CC(C(=O)N[C@@H](C)C(=O)NC(C)c3ccccc3)CC2=O)cc1 (some centres undefined)	-3.8	-8.1	-0.3	-16.5	0.2	1.1	0.7	-5.8	-15.3	7.8	-1.8
CCCCC(=O)N(CCC)CCC	.	21.3	2.1	-37.4	0.0	14.4	6.7	12.6	-2.1	11.2	-9.5
CN(C)c1ccc(/C=C2\CCCc3c2nc2ccccc2c3C(=O)O)cc1	-6.8	-86.8	-0.7	-56.0	0.0	5.8	-8.2	-56.4	-267.8	-201.1	1.9
O=C(Nc1ccccc1OC(F)F)C1CC(=O)N(Cc2ccccc2)C1 (centres undefined)	3.5	-12.0	-0.4	-16.0	0.1	-15.1	-0.5	6.3	10.2	7.8	9.7
Nc1cc2[nH]c(=O)c3ccccc3c2cc1[N+](=O)[O-]	.	5.6	2.8	-4.4	-0.1	10.8	-106.8	-1.2	17.6	-56.7	-110.0
N/C(Cn1cncn1)=N\NC(=O)C(=O)Nc1ccccc1	3.0	-30.4	-0.8	-7.4	-0.6	-9.2	14.8	17.8	-3.5	13.2	-14.5
CCOC(=O)CCCCCCCCC(=O)Nc1ccc(-n2[nH]c(=O)cc2C)cc1	.	-5.8	2.3	16.0	0.0	0.2	-14.4	14.8	-4.1	11.6	15.0
CCS(=O)c1scc(-c2ccc(Cl)cc2)c1C#N (centres undefined)	0.2	5.5	-0.8	-11.6	0.1	3.0	-27.1	-6.2	-20.2	-49.0	9.7
C=CCN(c1ccccc1OC)S(=O)(=O)c1cccc(C(=O)NCC(c2ccc(OC)cc2)N2CCCC2)c1 (centres undefined)	.	23.5	-3.1	-7.1	0.7	-2.3	3.9	7.9	6.3	0.3	13.4
CC1(C(=O)NS(=O)(=O)c2ccccc2Cl)CCN1C(=O)CCc1ccccc1 (centres undefined)	.	-22.8	3.6	-3.2	-0.3	-25.5	18.0	.	0.8	6.3	0.8
Cc1ccc(S(=O)(=O)NC(CC(=O)O)c2ccccc2)cc1 (centres undefined)	-0.8	4.5	6.2	8.7	0.2	-11.2	-4.3	-3.7	7.7	13.4	8.0
CCN(CC(=O)N1CCCC1)S(=O)(=O)c1ccccc1	.	-0.6	0.1	1.3	-0.1	-4.9	10.2	14.0	17.0	12.6	8.6
C[C@]12c3[nH]c4ccc(Cl)cc4c3CCN1C(=O)[C@@H](CC(=O)NCCCn1ccnc1)C[C@@H]2C(=O)N1CCOCC1	.	-24.5	0.4	-14.0	-0.1	5.7	-9.4	-11.2	-3.0	6.9	9.0
CC1(C)CC(=O)C=C(c2ccc3ncccc3c2)C1	1.9	-1.0	-1.9	-14.5	0.0	-20.8	12.0	.	-25.6	-15.9	16.8
O=C(CN(Cc1cccs1)C(=O)CNC(=O)c1ccco1)NC1CCCCC1	1.4	13.1	7.6	7.1	0.3	4.9	-15.6	15.9	23.3	20.1	6.5
COc1ccc(-c2sc(Nc3ccccc3)n[n+]2-c2ccccc2)cc1Br	0.1	10.2	-1.3	-8.3	-0.1	3.1	-10.6	-3.6	-10.3	-175.4	13.7
CC1CCCN(CCCN2C(=O)C3C(C(=O)Nc4cccc(Cl)c4)C4C=CC3(O4)C2C(=O)NC2CCCCC2)C1 (centres undefined)	2.2	4.6	-0.4	-2.9	-0.1	-3.6	25.0	-15.4	-13.0	12.3	4.1
CCC(=O)Nc1ccc(/C(C)=N\NS(=O)(=O)c2ccc(C)cc2)cc1	2.3	2.1	-1.6	-13.6	2.6	17.0	0.3	-0.8	1.7	11.6	-19.5
CCC1CCc2sc(C(=O)NCC3CCCO3)cc2C1 (centres undefined)	4.0	-107.3	-0.5	-112.6	0.1	-2.6	-7.2	-71.0	-340.4	-269.4	8.3

Results in iPSC survival up and CF NFkB block, for some of the entries so far:
Molecule | iPSC survival up | CF NFkB block
Cc1cc(C)cc(NC(=O)CSc2nnc(CNC(=O)c3ccco3)o2)c1 | 0.4 | -6.3
COc1ccc(C(CNC(=O)c2ccc(S(=O)(=O)N(C)C)cc2)N2CCCC2)cc1 (centres undefined) | -0.6 | -4.3
COCCn1c(SCC(=O)Nc2cccc(F)c2)nc2c([nH]c3ccccc32)c1=O | -0.5 | 17.6
